zfTRPN1 agonist: zebrafish TRPN1 channel agonists, primary screen, cell-based, HEK293, calcium fluorescence; transient receptor potential cation channel N1 (TRPN1/NompC), Danio rerio; HEK293 zebrafish TRPN1-YFP, Fluo-8 calcium fluorescence; 100% = response to 87 µM carbachol; activation, % at 3 µM; 220,000 tested, 0.18% active;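 active = activation above its plate's cutoff, the mean activation of test wells on that plate plus 3 SD, cut at about 19% in these data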;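 note: 0% = DMSO alone and 100% = 87 µM carbachol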
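Control set: carbachol 87 µM as high control, DMSO as low control; system: HEK293 stable line with zebrafish TRPN1-YFP; read-out: % activation versus carbachol response; detection: intracellular calcium fluorescence with Fluo-8; doses: single test compound dose, 3 µM nominal, 0.3% DMSO; schedule: dye 1 h 37 °C plus 30 min RT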
TRPML3 ag: human TRPML3 channel agonists, primary screen, cell-based, HEK293 TRPML3-YFP, Fluo-8 calcium fluorescence, 3 µM. Mucolipin-3 (Homo sapiens), Q8TDD5. 100% = the carbachol control signal. activation, % at 3 µM. 220,000 tested, 0.29% active. AID 1448, 2008;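 active = activation above its plate's cutoff, the mean activation of the plate's test wells plus 3 SD, cut at about 12% in these data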;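 note: 0% = DMSO only wells and 100% = carbachol wells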
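Material: TRPML3-YFP stable HEK293 cells | Dosing: One concentration, 3 µM nominal, 0.3% DMSO | Timing: 125 s total fluorescence read per well | Technique: Fluo-8 calcium dye fluorescence, ex 470-495, em 515-575 nm | Measure: Percent activation from peak-to-basal fluorescence ratio, scaled between DMSO and carbachol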
m-calpain inh: inhibitors of pig calpain II, primary screen, biochemical, fluorogenic peptide substrate, 1536-well; purified calpain II, 30 min; inhibition, % at 16 µM; 220,000 tested, 0.37% active; AID 1236, 2008;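 active = inhibition above about 50%, limit read from the data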
Thrombin inh: human alpha-thrombin inhibitors, primary screen, counter-screen for coagulation protease inhibitor project, biochemical, 1536-well, fluorogenic AMC substrate | Boc-VPR-AMC fluorogenic substrate cleavage | inhibition, % at 5 µM | 220,000 tested, 0.26% active;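 active = inhibition at or above 40%; inactive = inhibition below 40%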;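 note: 0% = enzyme with no compound and 100% = wells without enzyme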
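Test system: human alpha-thrombin; medium: pH 7.5 Tris-saline with Tween 20; times: reaction at room temperature; signal: AMC fluorescence at 355 nm excitation and 460 nm emission; also added: Boc-VPR-AMC substrate, 15 µM final; dosing: one concentration per compound, 5 µM, with 0.2% DMSO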
PPC-1+TRAIL kill: compounds killing PPC-1 cancer cells with TRAIL present, primary screen, TRAIL potentiator project, ATPLite luminescence, uHTS; PPC-1 cells + TRAIL, ATPLite viability luminescence; cell killing (% activity), % at 4 µM; 220,000 tested, 0.41% active;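 active = cell killing above 50% in the first pass at 4 µM, then a duplicate retest at 5 µM averaging 50% or more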;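 note: plate controls were cells with TRAIL plus DMSO for no effect and medium-only wells lacking cells for full effect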
Cl transport mod: KCC2 cotransporter modulators, thallium flux, primary screen, cell-based, HEK293 KCC2, FluoZin-2 fluorescence, MLSMR | 190,000 tested, 2.2% active | B-score of Tl+ flux slope (higher = more flux/activation; lower = inhibition) at 10 µM | Solute carrier family 12 member 5 (Homo sapiens), Q9H2X9 | KCC2 cells, thallium flux FluoZin-2 fluorescence;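 active = thallium flux slope and its plate-corrected score both differing from the plate sample mean at a set confidence after two filtering rounds, in either direction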;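 note: slope of fluorescence scaled to starting intensity during 10 to 20 s after thallium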
Furin inh: human furin inhibitors, primary screen, biochemical, fluorescence intensity. P09958. purified furin, fluorogenic substrate cleavage. inhibition, % at 30 µM. 220,000 tested, 0.061% active. AID 463115, 2010; in the data active = inhibition above about 25%; note: inactives centre near -15
Target sequence (P09958 108-714 limits assumed): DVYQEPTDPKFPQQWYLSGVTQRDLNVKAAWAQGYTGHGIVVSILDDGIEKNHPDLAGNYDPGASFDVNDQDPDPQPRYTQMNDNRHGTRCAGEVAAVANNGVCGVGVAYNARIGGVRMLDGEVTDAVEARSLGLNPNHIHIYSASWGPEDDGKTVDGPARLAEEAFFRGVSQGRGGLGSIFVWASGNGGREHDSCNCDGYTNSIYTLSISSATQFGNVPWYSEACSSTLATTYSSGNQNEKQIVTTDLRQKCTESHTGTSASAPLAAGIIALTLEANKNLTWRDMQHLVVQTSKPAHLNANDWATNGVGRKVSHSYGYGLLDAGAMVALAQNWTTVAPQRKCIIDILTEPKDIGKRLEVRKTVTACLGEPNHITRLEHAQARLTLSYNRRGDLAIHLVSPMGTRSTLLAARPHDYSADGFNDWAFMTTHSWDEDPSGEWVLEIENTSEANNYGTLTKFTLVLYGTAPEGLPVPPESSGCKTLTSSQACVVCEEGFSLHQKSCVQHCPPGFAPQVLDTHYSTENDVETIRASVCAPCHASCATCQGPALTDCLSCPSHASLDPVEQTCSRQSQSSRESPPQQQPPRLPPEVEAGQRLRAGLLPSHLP
Tb hexokinase: Trypanosoma brucei hexokinase 1 inhibitors, primary screen, biochemical, G6PDH-coupled NADH absorbance, MLSCN library. hexokinase 1 [Trypanosoma brucei]. recombinant TbHK1, G6PDH-coupled NADH A340. inhibition, % at 10 µM. 220,000 tested, 0.11% active. AID 1430, 2008;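 active = inhibition of 50% or more in the single-dose primary screen; inactive = inhibition below 50%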
EBV gp42 inh: Epstein-Barr virus gp42 inhibitors, primary screen, biochemical, uHTS, fluorescence polarization; Glycoprotein 42 (Epstein-Barr virus (strain AG876)), Q1HVG2; Fluorescence polarization binding assay, mP read-out; inhibition, % (tested at 21.74 µM); 220,000 tested, 0.42% active; AID 1085, 2008; in the data active = inhibition above about 50%
Target sequence (Q1HVG2 whole entry, looked up): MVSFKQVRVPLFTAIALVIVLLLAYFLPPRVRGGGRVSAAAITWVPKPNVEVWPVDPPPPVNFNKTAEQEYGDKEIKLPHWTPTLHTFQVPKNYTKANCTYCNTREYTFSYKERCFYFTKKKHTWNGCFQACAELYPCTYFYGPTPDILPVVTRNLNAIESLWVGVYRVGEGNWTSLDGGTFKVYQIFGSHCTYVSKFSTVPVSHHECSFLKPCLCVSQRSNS
Starred values were filed as active, the others as inactive; . = not tested or not shown; [ ] = another dose, or the depositor's remark. This is a random part of the collection. About 3.6% of those tested had a hit in this group.

SMILES	zfTRPN1 agonist	TRPML3 ag	m-calpain inh	Thrombin inh	PPC-1+TRAIL kill	Cl transport mod	Furin inh	Tb hexokinase	EBV gp42 inh
Brc1ccc(CSc2ccc3nnc(-c4ccccn4)n3n2)cc1	-1.8	-0.7	28	0	6	-1	-11	-5	0
CN(C(=O)c1cccc(C#N)c1)c1nnc(-c2cnccn2)s1	0.8	0.1	6	-3	12	.	-9	-24	-1
CC(=O)c1c(OCC(=O)O)ccc2c(C)cc(=O)oc12	3.0	0.6	-49	1	22	0.047	-16[20 µM]	-23	-13
O=C(N/N=C/c1ccc(O)c2ncccc12)c1cccc(Br)c1	2.2	0.8	-79	1	19	-1.5	-20	-10	-10
CCc1ccccc1N1CSC2=C(C#N)C(c3cc(OC)c(OC)cc3OC)CC(=O)N2C1 (centres undefined)	-1.3	-0.3	-71	-1	14	-0.62	6	-12	-32
COc1ccc(CNC(=O)C(=O)NCCCn2ccnc2)cc1	0.7	0.4	-36	-4	.	.	-20	0	-12
CN(C)c1ccc(C(=O)n2nnc3ccccc32)cc1	2.4	0.8	11	6	26	.	-13[20 µM]	-18	-8
Cn1ncc2c(NNC(=O)c3ccc(O)cc3)ncnc21	1.0	0.3	-21	-1	6	0.77	-38	-4	-4
Cc1cccc(N2C(=O)c3cccnc3C2=O)c1	1.4	0.6	3	0	16	.	-7[20 µM]	-1	-1
CCOC(=O)C1CCN(c2ncnc3c2c(-c2ccccc2)cn3-c2ccccc2)CC1	-0.3	1.5	0	-8	15	0.0025	-8	-1	-11
CC(=O)Nc1ccc(S(=O)(=O)NCCNc2ccccc2[N+](=O)[O-])cc1	-0.8	0.0	36	0	8	0.21	-15	3	-5
Cc1ccccc1NC(=O)CSc1nc(N)c2c3c(sc2n1)CSC(C)(C)C3	0.1	-0.2	3	-2	-2	0.17	-7	-1	-24
O=C(CCC(=O)N1CCCC1)Nc1nnc(C(F)(F)F)s1	0.1	0.3	-12	2	-1	.	-13	3	-19
O=C(C[n+]1ccccc1)N/N=C/c1ccccc1[N+](=O)[O-]	-0.2	0.6	-16	-1	-12	1.4	-22	-9	-4
Cc1ccccc1CSc1ncnc2ccccc12	-0.8	1.0	-2	2	3	0.33	-28	16	0
CC(=O)NC(Cc1c[nH]c2ccccc12)C(=O)NCc1ccc2c(c1)OCO2 (centres undefined)	1.1	0.6	-22	2	-6	0.48	-21[20 µM]	0	-3
CC1(C)CC(=O)c2cnc(NC(=O)CSC(=S)N3CCCCC3)nc2C1	2.7	0.9	8	-4	25	-0.43	-3	-7	-13
CN(C)CCNc1ncnc2c1cnn2-c1ccc(Cl)cc1	3.2	2.3	-15	-10	1	0.43	-16	7	-8
C=CCn1c(=O)c2ccccc2n2c(SCC(=O)/C(C#N)=C(\C)N)nnc12	0.7	1.1	15	0	16	-1.3	-28	5	-15
COCc1nc(-c2cc(OC)c(OC)c(OC)c2)no1	2.3	0.3	5	-4	18	1.5	-14	1	-26
N=c1n(CCc2ccccc2)c2ccccc2n1Cc1ccccc1F	-0.5	1.1	-14	3	53*	-1.7	-21	22	-1
COc1ccc(NC(=O)c2ccc(S(=O)(=O)N3CCOCC3)o2)cc1	0.3	0.1	3	3	14	1.3	-11	-24	-4
Cc1ccc(NCc2nnc(SCC(=O)c3ccccc3)o2)c(C)c1	-0.6	0.2	-9	1	13	0.0076	-16	-1	-3
CC(=O)OC(C(=O)N1CCOCC1)c1c(F)cccc1F (centres undefined)	0.8	0.7	9	-7	4	-1.1	-18	-2	0
O=C(COc1cccc2c1CCN(Cc1ccc(Br)cc1)C2=O)NCc1ccco1	-0.7	-0.7	2	-4	28	0.5	-16	0	-7
Cc1cc(Oc2ccc(-c3nnc(-c4ccccc4)o3)cc2[N+](=O)[O-])ccc1Cl	1.5	0.8	38	18	15	-0.2	-6	12	-9
CCc1c(C(=O)N/N=C/c2ccc(C)o2)csc1C	-1.4	-0.8	6	7	10	-0.046	-33[20 µM]	-30	-12
CCNC(=S)/N=C(\N)Nc1nc(C)c2cc(C)ccc2n1	-2.7	-1.4	8	0	14	-1	-11	-20	-10
COc1cccc(N=C2SC(C(=O)Nc3ccc(F)cc3)CC(=O)N2C)c1 (centres undefined)	1.8	1.2	-16	4	29	.	-19	-6	-16
Cc1onc(-c2ccccc2)c1NC(=O)N(CCC#N)Cc1cccs1	-1.2	0.6	-9	-2	20	0.12	-28	-3	-19
Cc1c(C(=O)NC(Cc2ccccc2)c2nc3ccccc3[nH]2)cccc1[N+](=O)[O-] (centres undefined)	-0.2	0.4	-6	2	2	0.71	-8	0	-9
COc1ccc2[nH]c3c(=O)n(CCCCC(=O)NCCN4CCCC4)c(=S)[nH]c3c2c1	0.1	-0.1	-62	2	16	0.19	-16	-6	-7
CC1(C)CN(c2ccc(Br)cc2Br)C1=O	-0.8	-0.2	-8	-3	11	0.88	-18	-8	-31
COc1ccc(C2c3[nH]c4ccccc4c3CCN2CCCn2cccn2)cc1C (centres undefined)	-1.4	0.0	-107	3	15	-0.3	-13	-4	-7
CCOc1ccc(N2C(=O)C(=O)/C(=C(/O)c3ccccc3)C2c2ccccc2[N+](=O)[O-])cc1 (centres undefined)	1.5	0.3	-37	1	17	-2.3	18	-17	-8
C=CCOC(=O)C1=C[C@H](c2coc3ccccc3c2=O)C[C@H](OCc2ccc(CO)cc2)O1	-1.3	-0.7	26	-5	16	-2.2	-16	-5	-12
Clc1ccccc1CSC1=NCCCN1	0.1	1.1	-5	9	19	.	-17[20 µM]	-3	-12
Cc1nc2ccccc2nc1CSc1nnc(N)s1	-0.9	0.2	-26	1	16	0.84	-15[20 µM]	-21	8
CC1CCCC(C)N1CCCNC(=O)Cn1cc2c(n1)CCCC2 (centres undefined)	0.3	0.0	8	2	16	0.6	-7	3	-8
COc1cccc(CCc2nnc(CCC(=O)NC(C)c3c(C)nn(C)c3C)o2)c1 (centres undefined)	-0.1	1.4	-18	-4	19	-0.054	-28	-1	-4
O=C(CNCC1CCCO1)Nc1ccccc1-n1cccc1 (centres undefined)	0.9	0.3	-6	-6	-5	2	-21[20 µM]	-5	-12
C/C(=N\NC(=O)C1(C)CC1(Br)Br)c1ccc(NC(=O)C2CCC2)cc1 (centres undefined)	-0.2	-0.1	-5	-2	26	-1.2	-23	-3	0
CC1(C)CC(NC(=O)C(=O)NCCc2ccccc2)CC(C)(C)N1	-0.1	-0.1	3	-4	19	1.3	-5	-1	-23
O=[N+]([O-])c1ccc(-c2cc(-c3ccc(Cl)cc3)n[nH]2)cc1	0.6	0.3	-94	-3	-11	.	-15[20 µM]	-16	7
Cc1ccc(S(=O)(=O)Nc2nc(C)cc(NCCN)n2)cc1	-0.2	0.2	1	-7	14	-0.24	-16	-3	-16
Cc1ccc(-n2c(-c3cnccn3)n[nH]c2=S)cc1	-0.1	0.3	-10	-5	4	-0.36	-20	-16	-5
CC(=O)CC(C)(C)Nc1nc2ccc([N+](=O)[O-])cc2o1	0.3	1.1	-12	-2	3	1.6	-3	-41	-10
Cc1ccccc1Nc1nnc(SCC(=O)c2cc3ccccc3o2)s1	-0.5	-0.2	8	1	6	-2.3	-10	-3	-21
CCC(C)OC(=O)C1=C(C)OC23OC(N)=C(C#N)C12C(=O)c1ccccc13 (centres undefined)	-1.6	-1.1	-9	-1	14	0.16	-7[20 µM]	3	1
CCC1CCCCN1C(=O)COc1ccccc1NC(C)=O (centres undefined)	-0.5	0.3	16	1	14	-0.41	-2	8	-41
O=C(Nc1cccc(Cl)c1)c1cccc(Oc2ccc([N+](=O)[O-])cc2Cl)c1	-1.6	1.0	31	-4	-4	0.18	-8	16	-3
Cc1oc(-c2ccccc2F)nc1CN1CCC(C(=O)NCc2cccnc2)CC1	1.1	0.0	-54	2	12	-0.94	-34	3	-7
OCCn1c(-c2ccccc2)csc1=Nc1ccccc1	2.1	0.8	0	1	-3	-2.5	-12	-11	0
COc1ccccc1/C=N/NC(=O)c1ccc(Cn2nc([N+](=O)[O-])cc2C)cc1	1.7	1.2	2	0	38	0.057	-8	7	-14
COc1ccccc1OCCNC(=O)Nc1cc(F)c(F)cc1Cl	-1.4	-0.4	-1	4	5	0.81	-14	-2	-10
Fc1ccc(N2Cc3ccsc3C=N2)cc1	-0.7	0.1	-11	-10	-1	-0.004	-13	-7	-8
Cc1ccc(N2CCC(N3CCN(C4CCCCC4)C(CCO)C3)CC2)cc1 (centres undefined)	-0.5	0.8	-12	-7	9	0.48	-23	-1	0
CCN1CCN(C(=O)c2ccc3c(=O)n(CCC4=CCCCC4)c(=O)[nH]c3c2)CC1	3.6	1.4	6	36	34	0.051	14[20 µM]	-3	-13
COc1ccc(/C=N\NC(=O)C2COc3ccccc3O2)cc1O (centres undefined)	0.6	0.2	31	-1	6	-1	-23	-23	-13
NC(=O)c1ccsc1NC(=O)CSc1nnc2ccccn12	0.5	0.2	-27	2	17	0.54	-24	-2	18
Cn1c(NC(=O)C[n+]2cc(-c3ccccc3)n3c2CCC3)cc(=O)n(C)c1=O	1.1	0.2	20	-2	9	0.75	-12	2	-4
O=C(CSc1nnnn1C1CCCCC1)NCc1cccc(C(=O)O)c1	0.3	0.7	-31	-5	11	-3.2	-13[20 µM]	10	-1

Of the compounds above, five have two or more sulfur atoms:
SMILES	zfTRPN1 agonist	TRPML3 ag	m-calpain inh	Thrombin inh	PPC-1+TRAIL kill	Cl transport mod	Furin inh	Tb hexokinase	EBV gp42 inh
Cc1ccccc1NC(=O)CSc1nc(N)c2c3c(sc2n1)CSC(C)(C)C3	0.1	-0.2	3	-2	-2	0.17	-7	-1	-24
CC1(C)CC(=O)c2cnc(NC(=O)CSC(=S)N3CCCCC3)nc2C1	2.7	0.9	8	-4	25	-0.43	-3	-7	-13
Cc1nc2ccccc2nc1CSc1nnc(N)s1	-0.9	0.2	-26	1	16	0.84	-15[20 µM]	-21	8
Cc1ccccc1Nc1nnc(SCC(=O)c2cc3ccccc3o2)s1	-0.5	-0.2	8	1	6	-2.3	-10	-3	-21
NC(=O)c1ccsc1NC(=O)CSc1nnc2ccccn12	0.5	0.2	-27	2	17	0.54	-24	-2	18

High-throughput results deposited in PubChem by several laboratories.
